PhoP inhibition – PhoP-dependent GFP reporter repression – Salmonella Typhimurium, primary screen (AID 1863); S. Typhimurium PhoP-regulated promoter GFP reporter, 4 h; higher % means a stronger effect; inhibition, % at 50 µM, or IC50 in µM where a hit was titrated; actives 0.16% (n = 300,000);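 active = inhibition over 29.93%, a cutoff 3 SD above the screen mean, later confirmed by dose response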;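 note: 0% = low Mg2+ inducing control and 100% = high Mg2+ repressing control; strong numbers were not always called active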
RSV antiviral HEp-2 – RSV antiviral activity via CPE protection, HEp-2 cells, primary 10 µM value included (AID 2391) | HEp-2 cells, RSV-induced CPE inhibition; higher % means a stronger effect | CPE inhibition, % at 10 µM; hits with a dose series show IC50 in µM | actives 0.13% (n = 310,000); in the data active = a potency from the dose series; note: strong numbers were not always called active
SV40 large T antigen – SV40 large T antigen inhibitors, biochemical (AID 1903); SV40 large T antigen ATPase/helicase inhibition assay; higher % means a stronger effect; inhibition, % at 20 µM; hits with a dose series show IC50 in µM; actives 0.39% (n = 310,000); in the data active = a potency from the dose series; note: strong numbers were not always called active
Active calls of the source: *.

CN(CC(=O)Nc1ccc(F)cc1)C(=O)COC(=O)/C=C/c1ccc(OC(F)F)cc1 was read as PhoP inhibition -6.1%, RSV antiviral HEp-2 0.7% and SV40 large T antigen 2.4%.
Screening CCCN(CC(=O)Nc1ccccc1C)C(=O)c1ccc(NC2CC2)c([N+](=O)[O-])c1 returned PhoP inhibition -9.2%, RSV antiviral HEp-2 -2.0% and SV40 large T antigen 8.9%.
Screening CC(OC(=O)Cn1[nH]c(=O)c2ccccc2c1=O)C(=O)Nc1ccccc1[N+](=O)[O-] (centres undefined) returned PhoP inhibition -2.1%, RSV antiviral HEp-2 -0.4% and SV40 large T antigen 20.5%.
CCn1ccc(=O)c2cc3c(cc21)OCO3 was read as PhoP inhibition 2.1%, RSV antiviral HEp-2 0.0% and SV40 large T antigen 5.1%.
Screening CCN(CC(=O)Nc1c(F)cccc1F)C(=O)c1ccc(S(=O)(=O)N2CCCC2)cc1 returned PhoP inhibition 0.3%, RSV antiviral HEp-2 0.2% and SV40 large T antigen -3.5%.
For CCc1ccc(NC(=O)CSc2nc(=O)n(CCCN3CCOCC3)c3c2CCCC3)cc1 the results were PhoP inhibition 7.5%, RSV antiviral HEp-2 -0.4% and SV40 large T antigen 6.4%.
Screening CCOC(=O)C(C)N(c1ccccc1Cl)S(C)(=O)=O (centres undefined) returned PhoP inhibition 0.2%, RSV antiviral HEp-2 -0.2% and SV40 large T antigen 14.3%.
Screening COc1ccccc1NC(=O)NC1CC(=O)N(c2ccc3c(c2)OCCO3)C1 (centres undefined) returned PhoP inhibition -5.5%, RSV antiviral HEp-2 0.4% and SV40 large T antigen 7.1%.
COc1ccc(C(CNC(=O)c2ccc(NS(=O)(=O)c3ccc(F)c(C)c3)cc2)N2CCOCC2)cc1 (centres undefined) was read as PhoP inhibition -3.0%, RSV antiviral HEp-2 0.2% and SV40 large T antigen 9.7%.
`CC(OC(=O)CNC(=O)c1ccc(Cl)c(Cl)c1)C(=O)N1CCOCC1` (centres undefined) gave PhoP inhibition 4.2%, RSV antiviral HEp-2 -0.5% and SV40 large T antigen 16.3%.

Of the compounds above, two contain a nitro group on carbon:
Screening CCCN(CC(=O)Nc1ccccc1C)C(=O)c1ccc(NC2CC2)c([N+](=O)[O-])c1 returned PhoP inhibition -9.2%, RSV antiviral HEp-2 -2.0% and SV40 large T antigen 8.9%.
Screening CC(OC(=O)Cn1[nH]c(=O)c2ccccc2c1=O)C(=O)Nc1ccccc1[N+](=O)[O-] (centres undefined) returned PhoP inhibition -2.1%, RSV antiviral HEp-2 -0.4% and SV40 large T antigen 20.5%.

Next section
Cc1cccc(NC(=O)CSCC(=O)Nc2ccc(S(=O)(=O)N3CCOCC3)cc2)c1 was read as PhoP inhibition -1.9%, RSV antiviral HEp-2 -0.4% and SV40 large T antigen 22.3%.
`CC(=O)Nc1ccc(S(=O)(=O)NCCC(=O)NCc2ccncc2)cc1` gave PhoP inhibition -0.5%, RSV antiviral HEp-2 -2.2% and SV40 large T antigen 19.5%.
`CN(CC(=O)Nc1cccc(F)c1)C(=O)c1ccc(NC2CC2)c([N+](=O)[O-])c1` gave PhoP inhibition 7.0%, RSV antiviral HEp-2 0.2% and SV40 large T antigen 5.6%.
`Cc1ccc(SCC(=O)OCC(=O)N(CCC#N)c2ccccc2)cc1C` gave PhoP inhibition 2.0%, RSV antiviral HEp-2 0.2% and SV40 large T antigen 16.0%.
`COc1ccc(NC(=O)CSc2nnc3ccc(-c4ccncc4)nn23)cc1` gave PhoP inhibition 10.2%, RSV antiviral HEp-2 0.6% and SV40 large T antigen 1.4%.
For CC(C)(C)c1csc(NC(=O)C2=COCCO2)n1 the results were PhoP inhibition -9.6%, RSV antiviral HEp-2 0.8% and SV40 large T antigen 3.0%.
For COc1ccc(NC(=O)CN(C)C(=O)c2ccc(NS(=O)(=O)c3ccc(F)cc3)cc2)cc1 the results were PhoP inhibition 2.4%, RSV antiviral HEp-2 0.5% and SV40 large T antigen 13.9%.
For COCCn1c(C)cc(C(=O)COC(=O)CCS(=O)(=O)c2ccc(C)cc2)c1C the results were PhoP inhibition -4.4%, RSV antiviral HEp-2 -2.1% and SV40 large T antigen 21.1%.
Screening O=C(OC1CCCCC1=O)c1cccc(S(=O)(=O)N2CCOCC2)c1 (centres undefined) returned PhoP inhibition -3.0%, RSV antiviral HEp-2 0.6% and SV40 large T antigen 1.2%.
Screening COCCN(C(=O)c1cccc(N2C(=O)CCC2=O)c1)c1nc(-c2ccc([N+](=O)[O-])cc2)cs1 returned PhoP inhibition 0.8%, RSV antiviral HEp-2 9.7% and SV40 large T antigen 5.8%.
Screening CC(C)c1ccc(S(=O)(=O)N2CCN(C(=O)CN3C(=O)NC4(CCCCC4)C3=O)CC2)cc1 returned PhoP inhibition 0.4%, RSV antiviral HEp-2 0.8% and SV40 large T antigen 2.9%.
`COCCN(C(=O)COC(=O)c1cccnc1Cl)c1c(N)n(Cc2ccccc2)c(=O)[nH]c1=O` gave PhoP inhibition -6.6%, RSV antiviral HEp-2 1.2% and SV40 large T antigen 16.0%.
Screening Cc1nn(-c2ccccc2)c(Cl)c1C(=O)N(C)CC(=O)Nc1cccc(F)c1 returned PhoP inhibition -0.1%, RSV antiviral HEp-2 4.1% and SV40 large T antigen 1.4%.
`C#CCOCCOCCOCCNc1nc(N2CCN(C(=O)CCCCCCCCCCNC(=O)[C@H](CCCN=C(N)N)n3cc(C[C@@H](C)CC)nn3)CC2)nc(N2CCN(C(=O)CCCCCCCCCCNC(=O)[C@@H]([C@H](C)CC)n3cc(CCCCCN)nn3)CC2)n1` gave PhoP inhibition 83.1µM*, RSV antiviral HEp-2 -3.4% and SV40 large T antigen 18.6µM*.
`CCOC(=O)C1=C(COC(=O)COc2ccc(C(=O)CC)cc2)NC(=O)NC1C` (centres undefined) gave PhoP inhibition -5.7%, RSV antiviral HEp-2 0.5% and SV40 large T antigen 1.9%.
COc1ccc(CCN(C)C(=O)CSc2nnc(C3CC3)n2N)cc1OC was read as PhoP inhibition -1.0%, RSV antiviral HEp-2 0.1% and SV40 large T antigen 9.0%.
CN(C)CCn1nnnc1SCC1=C(C(=O)O)N2C(=O)[C@@H](NC(=O)Cc3csc(N)n3)[C@H]2SC1 was read as PhoP inhibition 2.2%, RSV antiviral HEp-2 0.6% and SV40 large T antigen 9.2%.
For CCN(CC(=O)NCc1cccs1)C(=O)c1ccc(S(=O)(=O)Nc2ccccc2C)cc1 the results were PhoP inhibition -6.0%, RSV antiviral HEp-2 2.2% and SV40 large T antigen 10.7%.
For Cc1cc(=O)oc2cc(NC(=O)CN3C(=O)NC(C)(c4ccccc4)C3=O)ccc12 (centres undefined) the results were PhoP inhibition 4.0%, RSV antiviral HEp-2 -2.2% and SV40 large T antigen 0.8%.
CSCCC(NC(=O)c1ccc(Cl)cc1Cl)C(=O)NCc1ccncc1 (centres undefined) was read as PhoP inhibition 0.9%, RSV antiviral HEp-2 -1.1% and SV40 large T antigen 6.7%.

Pulled by compound from the list above (three):
CN(C)CCn1nnnc1SCC1=C(C(=O)O)N2C(=O)[C@@H](NC(=O)Cc3csc(N)n3)[C@H]2SC1 was read as PhoP inhibition 2.2%, RSV antiviral HEp-2 0.6% and SV40 large T antigen 9.2%.
CSCCC(NC(=O)c1ccc(Cl)cc1Cl)C(=O)NCc1ccncc1 (centres undefined) was read as PhoP inhibition 0.9%, RSV antiviral HEp-2 -1.1% and SV40 large T antigen 6.7%.
`CCOC(=O)C1=C(COC(=O)COc2ccc(C(=O)CC)cc2)NC(=O)NC1C` (centres undefined) gave PhoP inhibition -5.7%, RSV antiviral HEp-2 0.5% and SV40 large T antigen 1.9%.

Later entries:
For COC(=O)c1ccc(NC(=O)COc2cccc3c2OC(C)(C)C3)cc1 the results were PhoP inhibition 2.6%, RSV antiviral HEp-2 -0.1% and SV40 large T antigen -1.9%.
For CCC(CC)NC(=O)COn1nnc2ccc(S(=O)(=O)N3CCOCC3)cc21 the results were PhoP inhibition -5.1%, RSV antiviral HEp-2 -1.9% and SV40 large T antigen 2.0%.
For O=C(CNC(=O)c1ccc(Br)o1)Nc1cccc(S(=O)(=O)N2CCCC2)c1 the results were PhoP inhibition 2.5%, RSV antiviral HEp-2 -0.8% and SV40 large T antigen 6.9%.
For O=C(NCC(c1cccs1)N1CCOCC1)c1cc(S(=O)(=O)N2CCOCC2)c(Cl)cc1Cl (centres undefined) the results were PhoP inhibition 4.3%, RSV antiviral HEp-2 -0.1% and SV40 large T antigen 9.3%.
`CC[C@@]12C(=O)N(c3cccc(Br)c3)C(=O)N1[C@H](c1ccc(OC)cc1)[C@@H]1C(=O)N(C(C)(C)C)C(=O)[C@@H]12` gave PhoP inhibition 4.7%, RSV antiviral HEp-2 10.4% and SV40 large T antigen 7.0%.
O=C1CCc2cc(S(=O)(=O)Nc3ccccc3)cc3c2N1CC3 was read as PhoP inhibition -0.9%, RSV antiviral HEp-2 -1.7% and SV40 large T antigen 13.9%.
Screening Cc1ccc(C2(C)NC(=O)N(CC(=O)Nc3ccc(Cl)c(S(=O)(=O)N4CCCCC4)c3)C2=O)cc1 (centres undefined) returned PhoP inhibition -5.8%, RSV antiviral HEp-2 15.6% and SV40 large T antigen 2.8%.
`O=C(Nc1ccccc1N1CCCC1)C1CCN(S(=O)(=O)c2ccccc2)CC1` gave PhoP inhibition -9.2%, RSV antiviral HEp-2 0.4% and SV40 large T antigen 24.6%.
`CCN(CC(=O)Nc1ccc(NC(C)=O)cc1)C(=O)c1cccc(-n2cccc2)c1` gave PhoP inhibition -0.9%, RSV antiviral HEp-2 -0.6% and SV40 large T antigen 20.6%.
CCCN(C(=O)COC(=O)CCOc1ccc(C)cc1)c1c(N)n(Cc2ccccc2)c(=O)[nH]c1=O was read as PhoP inhibition -3.7%, RSV antiviral HEp-2 -2.6% and SV40 large T antigen 14.4%.
For O=C(COC(=O)c1cc(Br)ccc1O)Nc1cccnc1Cl the results were PhoP inhibition -9.7%, RSV antiviral HEp-2 -1.1% and SV40 large T antigen 17.5%.
For Cc1ccnc(NS(=O)(=O)c2ccc(NC(=O)CN3C(=O)c4ccccc4S3(=O)=O)cc2)n1 the results were PhoP inhibition 14.3%, RSV antiviral HEp-2 0.7% and SV40 large T antigen 10.4%.
COc1cc(C(=O)OCC(=O)Nc2cccc(S(=O)(=O)N3CCCC3)c2)ccc1OCC(C)C was read as PhoP inhibition 9.0%, RSV antiviral HEp-2 1.6% and SV40 large T antigen 14.5%.
For CC1C(=O)N2CCCc3cc(NC(=O)c4ccccc4Br)cc1c32 (centres undefined) the results were PhoP inhibition 1.0%, RSV antiviral HEp-2 0.7% and SV40 large T antigen 26.5%.
Screening CCc1cccc2c(C(=O)COC(=O)c3nccnc3N)c[nH]c12 returned PhoP inhibition 6.1%, RSV antiviral HEp-2 10.0% and SV40 large T antigen 5.5%.
Screening Cn1c(=NC(=O)CS(=O)(=O)c2ccc(F)cc2)sc2ccccc21 returned PhoP inhibition 8.4%, RSV antiviral HEp-2 13.8% and SV40 large T antigen 12.6%.
Screening O=C(Nc1ccncc1)c1cc2ccccc2cc1O returned PhoP inhibition -9.4%, RSV antiviral HEp-2 14.2% and SV40 large T antigen 35.1%.
Screening CC(C)CN(C(=O)COc1ccc(C(C)(C)C)cc1)C1CCS(=O)(=O)C1 (centres undefined) returned PhoP inhibition 4.7%, RSV antiviral HEp-2 3.3% and SV40 large T antigen 11.7%.
For COc1ccc(NC(=O)C(=O)NCC2CCCN2S(=O)(=O)c2cccs2)cc1 (centres undefined) the results were PhoP inhibition 4.0%, RSV antiviral HEp-2 0.9% and SV40 large T antigen 26.9%.
For COc1ccc(OCCOC(=O)CN2C(=O)NC3(CCCC3)C2=O)cc1 the results were PhoP inhibition -2.5%, RSV antiviral HEp-2 -2.6% and SV40 large T antigen 9.8%.
Screening CC1(C)Cc2cccc(OCC(=O)N3CCN(c4ccccc4F)CC3)c2O1 returned PhoP inhibition -4.2%, RSV antiviral HEp-2 2.9% and SV40 large T antigen 11.7%.
Screening CC(=O)c1ccc(S(=O)(=O)N2CCN(C(=O)CN3C(=O)NC4(CCCC4)C3=O)CC2)cc1 returned PhoP inhibition -3.7%, RSV antiviral HEp-2 0.0% and SV40 large T antigen 12.2%.
Screening CC(Oc1ccc(S(=O)(=O)N2CCCC2)cc1[N+](=O)[O-])C(=O)NC(C)c1ccccc1 (centres undefined) returned PhoP inhibition -4.7%, RSV antiviral HEp-2 0.9% and SV40 large T antigen 18.6%.
For CCOC(=O)C1=C(COC(=O)c2ncc(Cl)c(Cl)c2Cl)NC(=O)NC1C (centres undefined) the results were PhoP inhibition -3.8%, RSV antiviral HEp-2 -0.3% and SV40 large T antigen 6.5%.
Screening COCCN(C(=O)CSc1nnc(-c2cccc(F)c2)n1N)c1c(N)n(Cc2ccccc2)c(=O)[nH]c1=O returned PhoP inhibition -7.3%, RSV antiviral HEp-2 -1.4% and SV40 large T antigen 12.2%.
`CN(CC(=O)Nc1ccc(F)cc1)C(=O)CCc1nc2sc3c(c2c(=O)[nH]1)CCCC3` gave PhoP inhibition -6.7%, RSV antiviral HEp-2 -3.4% and SV40 large T antigen 9.1%.
`Cc1csc(=O)n1CC(=O)OCC(=O)Nc1cc([N+](=O)[O-])ccc1Cl` gave PhoP inhibition 1.3%, RSV antiviral HEp-2 0.6% and SV40 large T antigen 4.7%.
Cc1ccccc1NC(=O)C(C)OC(=O)c1ccccc1C(=O)N(C)c1ccccc1 (centres undefined) was read as PhoP inhibition -2.8%, RSV antiviral HEp-2 -1.5% and SV40 large T antigen 12.3%.
Screening Cc1cccc(NC(=O)CSCC(=O)Nc2ccccc2N2CCCCC2)c1 returned PhoP inhibition 0.0%, RSV antiviral HEp-2 7.8% and SV40 large T antigen 13.7%.
`COc1cc(OC)c(C(=O)OCC(=O)NCCC2=CCCCC2)cc1OC` gave PhoP inhibition -0.4%, RSV antiviral HEp-2 -0.8% and SV40 large T antigen 6.0%.

Not all compounds are listed; the hit share may differ from the screen's.
